SR-BI uptake up: activators of SR-BI mediated DiI-HDL uptake, primary screen, ldlA[mSR-BI] CHO cells, DiI fluorescence. 3 h; 100 = double the neutral-control signal. activation, % at 12.5 µM. 0.096% of 320,000 active. AID 504775, 2011;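 active means mean replicate activation of at least 60% and every replicate at or above 60%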;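 further: 0% = median plate neutral-control signal and 100% = twice that signal; values of inactives mirror those of a sister screen read the other way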
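System: LDL receptor-deficient CHO ldlA cells overexpressing murine SR-BI | Timing: 3 h uptake period with compound, 37 °C | Medium: HEPES-buffered (25 mM, pH 7.4) F12 plus 0.5% BSA | Dosing: Single-point compound dose | Signal: Bottom-read fluorescence, 550/595 nm | Read-out: Retained DiI signal reflecting DiI-HDL uptake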
CAL PDZ FP-1: CAL PDZ peptide-binding inhibitors, primary screen, biochemical, fluorescence polarization, Cer-tagged CAL PDZ, HTS; purified CAL PDZ, TMR-peptide fluorescence polarization, 1 h; 0.02% of 330,000 active; AID 504414, 2011; Golgi-associated PDZ and coiled-coil motif-containing protein (Homo sapiens), Q9HD26; inhibition, % at 20 µM;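 active means highest replicate inhibition of at least 40%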;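 further: plate controls were DMSO neutral control wells for no effect and unlabeled competitor peptide control wells for full effect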
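Assay system – tagged CAL PDZ protein CerCALP, purified · Timing – 1 h at RT · Compound – single point, 20 µM · Measured by – fluorescence polarization from S- and P-plane intensities, G-factor corrected · Evaluation – inhibition from polarization loss · Probe or stimulus – TMR reporter peptide T*-PRC34 · Buffer or medium – pH 7.4 phosphate-saline buffer, reducing agent, detergent, IgG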
CAL PDZ FP-2: untagged CAL PDZ binding inhibitors, primary screen, biochemical, fluorescence polarization, HTS | Golgi-associated PDZ and coiled-coil motif-containing protein (Homo sapiens), Q9HD26 | purified CAL PDZ, TMR-peptide fluorescence polarization, 1 h | inhibition, % at 24.9 µM | 0.92% of 300,000 active | AID 602252, 2012;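 active means mean inhibition of at least 30% with at least half of replicates also reaching 30%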;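 further: 0% = DMSO neutral control and 100% = excess unlabeled competitor peptide PRC23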
DAGLB inhibitor: DAGLB lipase inhibitors, primary screen, biochemical, fluorescence, HTS; 0.059% of 340,000 active; HEK293T DAGLB membrane lysate, EnzChek fluorogenic substrate; inhibition, % at 5.17 µM; AID 504411, 2011; in the data active means inhibition above about 34%;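 further: 0% = enzyme with vehicle and 100% = wells lacking enzyme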
cardiac RTF act: cardiac RTF calcium sensitivity activators, primary screen, biochemical, IANBD-TnC fluorescence, EC20 calcium; IANBD-labeled TnC RTF fluorescence at EC20 calcium; 0% EC20 calcium, 100% full calcium; 0.24% of 340,000 active; activation, % at 7.2 µM; Troponin I, cardiac muscle (Homo sapiens) + Troponin T, cardiac muscle (Homo sapiens) + …;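 active means activation above the mean over all tested compounds plus 3 SD, cut at about 30% in these data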;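 further: rise in fluorescence read as greater calcium sensitivity of cardiac thin filaments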
Rtt109 Vps75: inhibitors of C. albicans Rtt109/Vps75 HAT, primary screen, biochemical, ThioGlo CoA-SH fluorescence, plate reader; Histone acetyltransferase RTT109 (Candida albicans (strain SC5314 / ATCC MYA-2876)), …; inhibition, % at 34.9 µM; 0.16% of 330,000 active; purified Rtt109/Vps75, 4 h;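 active means inhibition of at least 50% in every replicate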
Target sequence (Q5AAJ8 whole entry, looked up): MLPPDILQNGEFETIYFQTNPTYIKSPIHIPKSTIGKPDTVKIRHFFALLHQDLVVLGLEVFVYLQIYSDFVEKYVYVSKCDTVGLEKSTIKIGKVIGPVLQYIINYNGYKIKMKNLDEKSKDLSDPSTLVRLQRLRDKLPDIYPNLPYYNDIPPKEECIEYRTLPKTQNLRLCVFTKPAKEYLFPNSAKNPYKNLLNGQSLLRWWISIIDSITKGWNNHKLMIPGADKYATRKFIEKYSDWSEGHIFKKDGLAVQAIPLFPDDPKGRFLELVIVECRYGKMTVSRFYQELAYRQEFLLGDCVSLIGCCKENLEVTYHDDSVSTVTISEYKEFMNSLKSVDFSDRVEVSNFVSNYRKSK
PKA-R2B act: activators of PKA-R2B holoenzyme, primary screen, biochemical, fluorescence polarization, Cy5-IP20, human | PKA-R2B holoenzyme dissociation; R2B truncated from residue 108, S112A mutant; 0% DMSO only, 100% 113 µM cGMP | activation, % at 11.4 µM | 0.079% of 340,000 active | cAMP-dependent protein kinase catalytic subunit beta (Homo sapiens) + cAMP-dependent …;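 active means activation above a cutoff set at the mean over all compounds plus 3 SD, cut at about 18% in these data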;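 further: higher means more holoenzyme dissociation and a rise in polarization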
Target sequence (P31323 whole entry, looked up, other chains not shown, the tested form may be a part): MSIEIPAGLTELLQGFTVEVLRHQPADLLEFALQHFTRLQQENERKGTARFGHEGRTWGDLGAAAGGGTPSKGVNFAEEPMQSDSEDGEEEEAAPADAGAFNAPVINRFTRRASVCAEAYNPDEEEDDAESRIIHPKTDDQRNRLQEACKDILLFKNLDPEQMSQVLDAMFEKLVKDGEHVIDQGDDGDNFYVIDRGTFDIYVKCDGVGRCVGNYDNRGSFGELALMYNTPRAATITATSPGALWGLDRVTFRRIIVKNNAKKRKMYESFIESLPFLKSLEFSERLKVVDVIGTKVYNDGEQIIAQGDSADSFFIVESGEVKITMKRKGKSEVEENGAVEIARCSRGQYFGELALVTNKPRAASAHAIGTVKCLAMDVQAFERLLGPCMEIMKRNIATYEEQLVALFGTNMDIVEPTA
RTF Ca sens inh: cardiac RTF calcium sensitivity inhibitors, primary screen, biochemical, IANBD-TnC fluorescence, EC70 calcium | Troponin I, cardiac muscle (Homo sapiens) + Troponin T, cardiac muscle (Homo sapiens) + … | IANBD-labeled cardiac RTF, Ca2+ fluorescence | inhibition, % at 7.15 µM | 0.12% of 340,000 active;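 active means inhibition above the mean inhibition of all tested compounds plus 3 SD, cut at about 17% in these data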;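 further: assay run at fixed EC70 calcium of 1.6 mM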
Keap1-Nrf2 PPI: Keap1-Nrf2 protein-protein interaction inhibitors, primary screen, biochemical, fluorescence polarization, single point; Keap1 Kelch-Nrf2 peptide fluorescence polarization, 1536-well; inhibition, % at 9.4 µM; 0.15% of 340,000 active; AID 504523, 2011; in the data active means inhibition above about 12%;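 further: human Keap1 Kelch domain with fluorescein labeled Nrf2 9mer peptide probe; 0% = neutral control wells and 100% = peptide positive control; higher means more block of Keap1 binding to Nrf2 peptide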
C-LANA FP: inhibitors of KSHV C-LANA binding to DNA, primary screen, biochemical, fluorescence polarization, FAM-LBS DNA, MBP-C-LANA, single point | AID 504423, 2011 | 0.078% of 340,000 active | inhibition, % at 9 µM | Kaposi's sarcoma herpesvirus LANA C-terminal domain (residues 932-1162) DNA binding;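 active means highest replicate inhibition at or above 60% at 9 µM, even if other replicates fall short; inactive means all replicates below 60% inhibition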;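 further: 0% = neutral control wells and 100% = 4 µM acridine orange control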
* = called active by the depositor; · = not tested or not shown.

SMILES	SR-BI uptake up	CAL PDZ FP-1	CAL PDZ FP-2	DAGLB inhibitor	cardiac RTF act	Rtt109 Vps75	PKA-R2B act	RTF Ca sens inh	Keap1-Nrf2 PPI	C-LANA FP
CCCOc1ccc(C(=O)N2CCN(c3ccc(NC(=O)CC)cc3Cl)CC2)cc1	-60	-1.4	-5	0	-4	0	3	4	-2	-0.3
COCc1cc(C)nc2sc(C(=O)Nc3ccc(OC)cc3)c(N)c12	-37	-0.6	-1	1	-6	1	7	3	-1	-1.3
O=C(CSc1nc(NS(=O)(=O)c2ccccc2)cc(=O)[nH]1)Nc1ccccc1C(F)(F)F	8	-2.3	2	1	-3	-9	-2	16	-3	0.8
COC(=O)c1ccc(NCc2c(O)ccc(O)c2Br)cc1Cl	-26	-1.0	1	0	-6	-5	-16	1	-1	-0.7
Cc1cccc(NC(=O)Nc2ccc(Cl)c(Cl)c2)n1	-33	0.2	0	-1	-3	-7	-5	-10	0	-1.3
CC1CC(C)CN(CCCNC(=O)CN2C(=O)c3cccnc3Oc3ccc(Cl)cc32)C1 (stereo not given)	13	0.1	-3	-1	0	-1	-10	-6	-5	1.3
C=C1CN(CC(=O)OC)S(=O)(=O)c2ccccc21	8	-1.1	-2	-1	-1	2	-5	-14	-3	3.5
CN(C(=O)COC(=O)c1ccc(=O)n(Cc2ccccc2)n1)C1CCCCC1	6	-0.9	5	-1	1	-1	0	-3	1	2.9
COc1ccc(-n2cnc3cc(NS(=O)(=O)c4ccccc4)ccc32)cc1	0	-5.1	-1	-1	-4	·	-11	-2	-1	0.3
O=C(Nc1ccc(F)cc1)N1CCn2c(nc3ccccc32)C1	40	-0.8	1	2	-2	3	-15	0	-2	1.9
Cc1ccccc1-c1noc(-c2ccc(O)cc2)n1	20	-2.5	0	-20	6	16	-4	-3	2	-1.2
O=S(=O)(NC1CCCCC1)c1ccc(N2CCOCC2)nc1	16	-0.4	-8	0	8	-3	-6	-8	-3	-1.0
NS(=O)(=O)c1ccc(NC(=S)Nc2cc(Cl)c(Cl)cc2Cl)cc1	24	-1.7	-2	-4	8	-1	-12	-1	-5	0.7
Cc1ccc2c(C)c(C(=O)N(C)C(C)c3ccncn3)oc2c1C (stereo not given)	-17	-2.6	-5	-1	-7	5	-3	-6	-1	0.1
CCOC(=O)N1CCN(c2nc(=S)n(-c3ccccc3)c(C)c2C(C)=O)CC1	22	0.2	-4	0	-2	-21	-17	1	-9	-0.5
Cc1cc(-c2cc(C(=O)NC3CCCC3)on2)nc(NCC2CC2)n1	-23	0.9	2	3	1	3	1	-4	2	-3.1
Cc1ccc(N2CCN(C(=O)NC3CCCCC3)CC2)c(C)c1	-24	-0.1	-4	-4	6	0	6	-16	-3	-2.4
CN(C)c1ccnc2sc3c(=O)n(Cc4ccccc4)cnc3c12	-18	-2.4	0	-4	1	15	-11	-5	1	2.1
COc1ccc(C(C)NC(=O)C2CCCC2)cc1OC (stereo not given)	7	1.1	·	0	3	6	-14	-4	-3	0.2
Cn1nc(C(=O)NC2CCCCC2)c2c1-c1ccccc1SC2	-69	0.2	-1	-6	1	10	-10	1	-1	0.2
Cc1ccc(N(C(=O)CNC(=O)c2cccs2)C(C(=O)NC2CCCC2)c2ccncc2)cc1 (stereo not given)	·	-3.0	20	0	-4	-4	4	4	-4	1.3
CCOC(=O)CSc1nc(C)c2cccc(C)c2n1	26	-1.8	-3	-3	2	-5	2	5	-3	-0.9
COc1ccc(CC(=O)N2N=C(C)CC2(O)C(F)(F)F)cc1OC (stereo not given)	18	-2.6	4	1	-4	0	-2	2	2	0.4
Cc1nn(Cc2cccc(C(=O)NC3CCCCC3)c2)c(C)c1Cl	-59	·	-2	-1	-5	1	-8	1	-4	1.6
O=C(O)c1ncsc1-c1ccccc1	·	-3.3	-1	0	-2	0	7	-7	0	-1.7

Ordered by length of the SMILES (largest number first): three of the compounds above.
SMILES	SR-BI uptake up	CAL PDZ FP-1	CAL PDZ FP-2	DAGLB inhibitor	cardiac RTF act	Rtt109 Vps75	PKA-R2B act	RTF Ca sens inh	Keap1-Nrf2 PPI	C-LANA FP
CCOC(=O)N1CCN(c2nc(=S)n(-c3ccccc3)c(C)c2C(C)=O)CC1	22	0.2	-4	0	-2	-21	-17	1	-9	-0.5
Cc1nn(Cc2cccc(C(=O)NC3CCCCC3)c2)c(C)c1Cl	-59	·	-2	-1	-5	1	-8	1	-4	1.6
CN(C)c1ccnc2sc3c(=O)n(Cc4ccccc4)cnc3c12	-18	-2.4	0	-4	1	15	-11	-5	1	2.1

(cont.)
SMILES	SR-BI uptake up	CAL PDZ FP-1	CAL PDZ FP-2	DAGLB inhibitor	cardiac RTF act	Rtt109 Vps75	PKA-R2B act	RTF Ca sens inh	Keap1-Nrf2 PPI	C-LANA FP
Cc1ccnc(N2C(=O)c3ccccc3C2Nc2ccc3c(c2)OCCO3)c1 (stereo not given)	16	-0.7	·	-1	3	1	6	-4	-1	0.7
O=C(COc1ccccc1)N1c2ccccc2Sc2ccccc21	25	-1.4	-1	-5	0	1	-8	1	-5	-1.5
CSc1nnc(-c2cc(C)on2)n1-c1ccccc1	57	-2.0	-2	0	-3	-3	-8	-1	-2	-0.9
CCN(CC)S(=O)(=O)c1ccc(C)c(C)c1	-11	-0.3	-3	-2	-2	2	-4	1	0	-0.9
COc1ccccc1N1C(=O)CC(Sc2ccccc2N)C1=O (stereo not given)	4	-1.2	0	-5	-3	-23	-9	-3	-4	-0.1
Cc1ccc2nc(NC(=O)Cn3nc(C)c([N+](=O)[O-])c3C)sc2c1	24	-2.3	-2	-1	-1	19	-2	-14	1	-0.6
O=C(CO/N=C/c1ccc(OC(F)F)cc1)NCc1cccs1	14	-0.4	-3	-3	6	0	-9	6	-7	-0.6
CC(=O)N1CCN(Cc2nc3cc(NC(=O)c4ccccc4C)ccc3n2C)CC1	11	0.0	-8	1	4	-7	0	-5	-3	0.1
CN(C)CCCOC(=O)C1c2ccccc2Oc2ccccc21	11	-0.4	-1	1	-1	-6	-12	-9	-3	-0.6
CN(C)/C(=C\C(=O)c1ccccc1)C(=O)c1ccccc1	-11	-0.7	1	-1	-5	6	-3	12	0	-1.9
NC(=O)c1nsc(C(=O)N(c2ccccc2)C(C(=O)NC2CCCC2)c2cccs2)c1N (stereo not given)	·	-3.0	-1	-3	8	0	-4	-9	-6	-1.1
Cc1cc(=O)oc(C)c1C(=O)NCc1cccnc1	5	-3.1	·	0	3	-8	3	0	-1	-1.0
COc1ccc(-c2[nH]ncc2-c2ccc3c(c2)OCCO3)c(O)c1	12	-0.1	-2	2	2	3	2	-5	1	-3.2
O=S(=O)(c1ccccc1)C1CON(Cc2ccccc2)C1c1ccccc1 (stereo not given)	3	·	-6	0	1	2	3	-3	-1	-0.2
CCOC(=O)CN1C(=O)N[C@@H](CCc2ccccc2)C(C(=O)OC)=C1C	12	0.6	-3	0	1	-13	4	2	-5	2.0
Cc1ccc(OCCCC(=O)NCc2ccco2)cc1	18	-0.9	-2	-3	3	-1	-2	-2	-1	0.3
CCOc1ccccc1-c1nc(-c2ccncc2)no1	-48	-1.4	-6	-3	-1	1	-3	-29	2	-1.2
CC(=O)C(=[N+]=[N-])C(=O)NCc1ccccc1	-6	0.1	-4	-2	-2	-4	10	0	1	0.0
C=C1CCN([C@@H](CC(C)C)C(=O)NCc2ccc(OC)cc2)S(=O)(=O)c2ccccc21	12	-2.0	-4	-5	-4	-6	-4	-2	-1	0.6
Cc1cc(OCc2nn[nH]n2)c2c(C)c(Cc3ccccc3)c(=O)oc2c1	0	-1.9	-2	7	-3	10	-14	0	-3	-0.6
CSc1cccc(-n2c(C)cc(C(N)=O)c2C)c1	3	-1.0	-5	-2	-3	-2	2	-5	-3	-0.1
COc1cc(CC(=O)Nc2ccc(S(=O)(=O)N(C)C)cc2)cc(OC)c1OC	-11	-1.1	-6	0	2	-3	13	-7	-2	0.7
CC(=O)Nc1ccc(C(=O)N/C(=C/c2ccccc2)C(=O)N2CCCCC2)cc1	·	0.8	-6	-1	4	11	-1	0	-1	-1.5
Cc1ccnc(SCC(=O)Nc2sccc2C#N)n1	-8	-0.5	39*	1	3	-3	4	0	-3	-1.3
C=CCn1c(SCC(=O)NCc2ccco2)nnc1C1CCCCC1	22	0.4	7	0	0	-19	2	-1	-6	-0.3
More records follow:
SMILES	SR-BI uptake up	CAL PDZ FP-1	CAL PDZ FP-2	DAGLB inhibitor	cardiac RTF act	Rtt109 Vps75	PKA-R2B act	RTF Ca sens inh	Keap1-Nrf2 PPI	C-LANA FP
Clc1ccc(CSc2ncn(-c3ccccc3)n2)cc1	18	-0.1	·	-5	2	-18	-3	1	-4	-1.0
COCCCN(C(=S)Nc1c(C)cc(C)cc1C)C(C)c1ccncc1 (stereo not given)	35	-1.0	-1	4	3	-7	2	-4	3	0.4
Cc1ccc2[nH]c(=O)cc(C(=O)OCC(=O)c3ccc(F)cc3)c2c1	5	-0.4	3	0	0	-3	-8	0	-3	-1.5
CCN(CC)S(=O)(=O)c1cccc(-c2nnc(SCC(=O)NC3CCCCCC3)n2N)c1	-1	-1.0	·	-3	-2	-5	0	4	-4	-0.2
CCCOc1ccc(C(=O)NCCCn2ccnc2)cc1	21	-0.6	-3	3	-1	22	-5	2	4	1.3
COC(=O)CSc1nc2c(c(C3CC=CCC3)c1C#N)CCC2 (stereo not given)	6	-3.5	-2	-8	4	1	10	-5	-4	-0.8
CCOc1ccc(S(=O)(=O)NCCC(=O)NC2CCCCC2)cc1	56	-0.1	-2	-1	-3	2	-3	4	-5	0.1
CCOC(=O)c1c(C(F)(F)F)nc2ncccn12	-3	-1.6	-3	-2	-2	3	-1	-5	0	-2.6
CC(C)c1nnc(NC(=O)c2cccnc2)s1	32	1.2	-4	-2	0	5	-5	-6	-3	2.4
Cc1cc(C)c(NC(=S)N2CCC(N(C)CC3CCCO3)CC2)c(C)c1 (stereo not given)	32	-0.3	·	3	-4	17	-3	4	-6	1.2
Cc1nn(C(=O)c2cccc([N+](=O)[O-])c2)c(C)c1Cl	-5	-0.2	-2	1	0	-3	-9	0	-5	1.4

Screens: PubChem, several laboratories
